# Screening results: PubChem BioAssay, several laboratories
# NR2F2 inh – inhibitors of human COUP-TFII (NR2F2); inhibition, % at 8.6 µM; 0.7% of 370,000 active; P24468; HEK293T NGFI-A luciferase reporter, luminescence;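 active means inhibition above a per-plate cutoff, mean inhibition of test wells between control levels plus 3 SD, cut at about 38% in these data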;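 further: cells cotransfected with COUP-TFII expression vector driving the NGFI-A reporter; 0% = median of COUP-TF2 test wells and 100% = reporter-only cells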
# Vif inh – HIV Vif inhibition; HEK293T cells, Vif self-association by quenched fluorescence, imaging, 24 h; inhibition, % at 7.49 µM; 0.35% of 340,000 active; AID 602346; in the data active means inhibition above about 50%, passing the limit was not always enough; inconclusive means no clear call, values can overlap the other calls; inactive means below about 31%; further: some results filed as inactive read as strong as hits
# TRAIL sens C8 – sensitizes caspase-8 expressing cells to TRAIL | NB7+C8 cells + TRAIL, ATPlite viability luminescence | inhibition (viability loss, TRAIL sensitization), % at 10 µM | 1% of 360,000 active | AID 624354;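 active means compounds causing at least 50% loss of cell viability in the single-dose screen, relative to plate controls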
# SRC2 inh – inhibits human steroid receptor coactivator 2. Q15596. HEK293 GAL4-SRC2 luciferase reporter, luminescence. inhibition, % at 9 µM. 0.17% of 370,000 active;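 active means inhibition above the mean inhibition of all tested compounds plus 3 SD, set per campaign, cut at about 52% in these data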;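 further: 0% = DMSO treated cells and 100% = cells given Gossypol at 36 µM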
# NCOA3 inh – inhibits human SRC3 coactivator | Q9Y6Q9 | HEK293 GAL4-SRC3 luciferase reporter, luminescence | inhibition, % at 3.6 µM | 0.17% of 360,000 active | AID 588352;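 active means inhibition above a per-campaign cutoff, the mean of all compounds plus 3 SD, cut at about 60% in these data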;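 further: 0% = DMSO-treated cells and 100% = gossypol-treated cells at 36 µM; higher means less SRC3-driven luciferase light from the GAL4 reporter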
# SRC1 inh – inhibitors of human steroid receptor coactivator 1 (SRC1) | Q15788 | HEK293 GAL4-SRC1 luciferase reporter, luminescence | inhibition, % at 3.6 µM | 0.12% of 360,000 active | AID 588354;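 active means inhibition above the campaign mean plus 3 SD, with each screening campaign given its own cutoff, cut at about 60% in these data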;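 further: 0% = DMSO treated cells and 100% = gossypol at 36 µM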
# NOD2 RIPK2 PPI – NOD2-RIPK2 protein interaction inhibition | inhibition, % at 4.98 µM | CHO BLA complementation NOD2-RIPK2, CCF4 ratio | 0.38% of 360,000 active | AID 624267 | O43353; in the data active means inhibition above about 21%;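 further: 0% = vehicle only and 100% = reference blocker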
# EBV LMP1 NFkB – inhibitors of Epstein-Barr LMP1-induced NF-kappaB reporter; 0.69% of 350,000 active; inhibition, % at 12.5 µM; LMP1-induced NF-kappaB luciferase reporter cells, luminescence; AID 504558; in the data active means inhibition above about 41%; inconclusive means no clear call, values can overlap the other calls;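 further: 0% = neutral control wells and 100% = reference inhibitor control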
# TLR9-MyD88 inh – blocks human TLR9 binding to MyD88 | Q9NR96+Q99836 | AID 504734 | inhibition, % at 4.98 µM | CHO BLA complementation TLR9-MyD88, CCF4 FRET ratio | 0.21% of 340,000 active;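 active means inhibition above the mean over all tested compounds plus 3 SD, cut at about 21% in these data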;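 further: 0% = DMSO only wells and 100% = clavulanate BLA inhibitor control wells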
# LRH-1 inv ag – NR5A2 inverse agonism in reporter assay; O00482; HEK293T StAR-luciferase reporter, LRH-1 transfected, 24 h; inhibition, % at 3.6 µM; 0.13% of 360,000 active; AID 602396;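 active means inhibition above the mean inhibition of all tested compounds plus 3 SD, cut at about 73% in these data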;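 further: 0% = DMSO wells and 100% = reporter-only cells lacking LRH-1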
# TROY NFkB inh – TROY signaling inhibition; Q293 LMP1-TROYcd NF-kB luciferase reporter, 4 h; AID 1347056; inhibition, % at 10 µM; 0.98% of 360,000 active;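 active means compounds whose plate-normalised and pattern-corrected inhibition of the luciferase reporter signal at the single screening dose is 50% or more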
# The depositor's hits bear a star; ? = inconclusive; / = no result given; & = joins results of further samples. An excerpt (hit frequency here may not be typical).
SMILES,NR2F2 inh,Vif inh,TRAIL sens C8,SRC2 inh,NCOA3 inh,SRC1 inh,NOD2 RIPK2 PPI,EBV LMP1 NFkB,TLR9-MyD88 inh,LRH-1 inv ag,TROY NFkB inh
CCCNC(=O)C1(C)CCCN(C(=O)c2ccccc2OC(F)(F)F)C1 (stereo unspecified),-3,3,-10,5,-15,4,-13,/,/,3,-8
CC(=O)Nc1cccc(Oc2ncccc2[N+](=O)[O-])c1,2,-4,-5,0,-14,-9,-4,0,-5,-4,8
NC(=O)COC(=O)/C=C/c1ccc2ccccc2n1,-20,-2,-5,21,-11,-3,0,7,11,-9,-17
CCOC(=O)c1ccc(NC(=O)N2CCCCC2)cc1,/,/,33,/,-54,-86,6,-15,-5,-115,-21
CCCCC1N2CC3([N+](=O)[O-])CN1CC([N+](=O)[O-])(C2)C3(C)C (stereo unspecified),11,-3,-5,-12,26,7,1,2,3,10,0
COC(=O)c1ccc(Oc2cc(C)nc(NCc3ccccc3)n2)cc1,-17,0,1,-17,14,5,2,-9,-3,-14,-2
CCC(CC)c1nnc(NC(=O)CCc2ccccc2OC)s1,25,-3,16,-5,-3,-2,-9,-3,-2,3,10
Cc1ccc(OCCNC(=O)c2ccccc2OCc2c(C)noc2C)cc1,13,1,7,-17,2,-53,0,-2,-2,7,-4
Cc1[nH]c(C)c(S(=O)(=O)NCCc2ccccc2)c1C(=O)N1CCCCC1,-2,-5,-1,14,-30,-30,-6,8,-5,-18,10
O=C(C1=C(O)C(=O)N(Cc2cccnc2)C1c1cccc(Oc2ccccc2)c1)c1ccco1 (stereo unspecified),-7,0,-5,14,19,-14,-11,2,-9,9,-21
CCOC(=O)[C@]12CCCC=C1N(Cc1ccco1)C(=O)[C@H](CC(=O)N1CCSCC1)C2,-3,/,1,-5,/,/,-10,/,/,20,0
CCN(CC(=O)Nc1ccc(OC)cc1)C(=O)Cc1coc2cc(C)c(C)cc12,3,-12,3,9,-1,-25,4,-1,-2,5,1
COC(=O)c1c(C)nc2nonc2c1N,-2,12,-5,3,1,2,-5,6,13,2,14
CCc1ccc(-n2nnnc2SCC(=O)Nc2ccc(NC(C)=O)cc2)cc1,-17,0,21,-4,-6,13,5,-1,-7,2,4
CCN(CCNC(=O)c1ccc(C#N)cc1)c1cccc(C)c1,/,-13,17,/,-19,0,-3,-4,-1,9,-17
CCOC(=O)c1c(NC(=O)C2CCCO2)sc(C)c1C (stereo unspecified),-9,0,5,10,21,3,8,0,3,1,-10
Cc1ccc(C(=O)CSc2nccn2-c2ccccc2)cc1,-5,-10,4,-72,9,-30,6,-7,0,-37,51*
Cc1ccc(S(=O)(=O)/N=C(\CN2CCCCC2)N2CCOCC2)cc1,-8,7,8,-20,10,15,-4,-1,0,-10,-18
COc1cc2nc(CN3C(=O)c4ccccc4C3=O)oc(=O)c2cc1OC,-3,4,-2,2,9,2,3,13,-10,11,-3
CP(C)(=O)CCP(=O)(c1ccccc1)c1ccccc1,5,-4,-3,2,22,4,-6,-14,4,4,-14
CCOC(=O)N1CCN(C(=O)CCn2nc(-c3ccccc3)ccc2=O)CC1,5,-1,-2,-7,26,6,0,6,3,3,-3
N#CCCN(C(=O)CSc1nnc(-c2ccncc2)n1C1CC1)c1ccccc1,-3,2,-4,3,-3,-17,5,-5,0,13,-5
O=C(CSc1ncccn1)Nc1ccc2c(c1)OCO2,-6,14,-4,-6,-16,-8,0,-4,8,19,-29
S=c1[nH]nc(-c2cccnc2)n1-c1ccc2c(c1)OCCO2,1,-3,2,-21,10,3,-6,2,3,-4,-11
O=C(CC1CCCCC1)N1CCCC(c2nc(-c3ccc(S(=O)(=O)N4CCCC4)cc3)no2)C1 (stereo unspecified),-14,-10,8,0,18,-7,-5,7,-1,4,39
SMILES,NR2F2 inh,Vif inh,TRAIL sens C8,SRC2 inh,NCOA3 inh,SRC1 inh,NOD2 RIPK2 PPI,EBV LMP1 NFkB,TLR9-MyD88 inh,LRH-1 inv ag,TROY NFkB inh
CCc1nc2ccc(C(=O)NCCCn3ccnc3)cn2c1N(C)Cc1ccc(OC)cc1,5,-4,-10,5,-5,-3,1,/,/,-15,-4
CCCCC(c1nnnn1CC1CCCO1)N1CCN(Cc2ccccc2)CC1 (stereo unspecified),2,12,2,8,4,-8,2,5,7,4,-3
CC(C)CN(C(=O)COC(=O)CCc1c[nH]c2ccccc12)C1CCS(=O)(=O)C1 (stereo unspecified),-7,10,-9,-5,21,-36,-7,-10,3,-2,5
O=C(Cc1cccc2ccccc12)NNC(=O)Nc1cccc(Cl)c1,13,/,6,-12,17,-5,-15,3,-5,7,4
COc1ccc([C@H]2CN(c3ccc(OC)cc3)C(=O)[C@@H]2CC(=O)Nc2ccccc2)cc1,-20,-2,1,2,-16,-6,5,33,-21,-15,-22
Cc1cc(NC(=O)CN2C(=O)/C(=C/c3cccc(Br)c3)SC2=S)no1,14,-2,-9,13,11,-4,0,-7,-1,-8,4
CC(C)CN(C(=O)COC(=O)c1nc(Cl)ccc1Cl)c1c(N)n(Cc2ccccc2)c(=O)[nH]c1=O,-13,4,-12,-19,23,-1,2,6,-4,0,9
Cc1ccc(S(=O)(=O)N2c3ccc(S(N)(=O)=O)cc3CC2C)cc1 (stereo unspecified),5,-3,1,4,13,7,-8,-1,-2,-17,8
CCC(C)NC(=O)CC(NS(=O)(=O)c1ccc(NC(C)=O)cc1)C(C)C (stereo unspecified),13,20,-7,0,7,-6,0,4,-3,9,8
CCCCC(=O)Nc1ccc(NC(=O)c2cc(OC)c(OC)c(OC)c2)cn1,-18,1,0,1,1,-33,-7,12,-2,1,2
COc1ccc(Cl)cc1N(CC(=O)N1CCCCC1)S(C)(=O)=O,12,-5,-2,6,11,3,-6,-1,0,-4,-2
N#C/C(=N\O)c1nc(-c2ccccc2)cs1,0&2,-18&-3,-5&-17,-2&-21,0&-21,-3&-5,-4&-5,-15&-4,-11&-4,15&5,3&-35
Cc1ccc2nc(SCC(=O)Nc3ccc(C)c([N+](=O)[O-])c3)[nH]c2c1,6,-11,-5,-19,31,4,-3,-2,-16,12,-22
O=C(c1ccc(NS(=O)(=O)c2ccc3c(c2)OCCO3)cc1)N1CCCCC1,10,-3,0,8,21,1,-16,2,4,2,19
COc1ccc(CCNC(=O)CSc2ccsc2[N+](=O)[O-])cc1OC,14,-7,-4,-18,24,-12,3,?,5,13,31
Cc1ccc(C(OC(=O)c2ccco2)C(=O)NCc2cccs2)cc1 (stereo unspecified),-8,-1,-5,-17,22,-16,-4,-2,4,13,-8
CCN(CC)S(=O)(=O)c1cccc(NC(=O)COC(=O)C2CC3C=CC2C3)c1 (stereo unspecified),17,7,-14,7,-6,-3,5,5,3,-11,-1
NC1=NC(=Nc2ccc(S(=O)(=O)N3CCOCC3)cc2)c2ccccc21,0,-14,-7,-4,-3,5,-9,-3,-1,-6,-7
O=C(CN1CCCC1)Nc1ccc(OC(F)(F)F)cc1,7,-5,7,-17,-8,5,-2,-3,-9,-25,-32
O=C(NCc1cccnc1)c1ccc(NS(=O)(=O)c2ccccc2)cc1,0,-6,5,-13,22,10,-11,10,-6,2,-9
O=C(CSc1nc2ccccc2c(=O)n1CCCN1CCOCC1)c1c[nH]c2ccccc12,6,0,-4,-11,0,-7,0,7,-3,14,4
CCCCOCCCNC(=O)N[C@H](C(=O)O)C(C)CC (stereo partly specified),-10,1,35,-10,13,0,6,-7,-10,12,17
CC(=O)N1CCc2cc(S(=O)(=O)N3CCOCC3)ccc21,-10,8,18,1,17,12,-7,1,-1,0,5
O=S(=O)(Nc1ccc2cn[nH]c2c1)c1ccc(C(F)(F)F)cc1,0,-2,-19,-2,-8,-7,-6,-6,-1,5,11
O=C(c1ccccc1)N1N=C(c2ccccc2)CC1c1ccccc1 (stereo unspecified),8,5,4,-9,5,-12,1,/,6,24,15
COc1ccc(CNC(=O)Cc2cn(C)c3ccccc23)c(OC)c1,4,-9,5,3,14,-12,-3,-1,5,1,-7
Cc1sc2ncnc(NCC(c3ccco3)N3CCCC3)c2c1C (stereo unspecified),4,-2,36,-16,3,14,-6,4,-4,-6,17
COCCOC(=O)C1=C(C)Nc2nc(C)nn2C1c1ccccc1 (stereo unspecified),-4,0,5,0,11,14,6,3,0,11,-17

# Two of these compounds, reformatted.
mol: CCc1nc2ccc(C(=O)NCCCn3ccnc3)cn2c1N(C)Cc1ccc(OC)cc1
  NR2F2 inh: 5
  Vif inh: -4
  TRAIL sens C8: -10
  SRC2 inh: 5
  NCOA3 inh: -5
  SRC1 inh: -3
  NOD2 RIPK2 PPI: 1
  EBV LMP1 NFkB: /
  TLR9-MyD88 inh: /
  LRH-1 inv ag: -15
  TROY NFkB inh: -4

mol: CCCCC(c1nnnn1CC1CCCO1)N1CCN(Cc2ccccc2)CC1 (stereo unspecified)
  NR2F2 inh: 2
  Vif inh: 12
  TRAIL sens C8: 2
  SRC2 inh: 8
  NCOA3 inh: 4
  SRC1 inh: -8
  NOD2 RIPK2 PPI: 2
  EBV LMP1 NFkB: 5
  TLR9-MyD88 inh: 7
  LRH-1 inv ag: 4
  TROY NFkB inh: -3

# Molecules shown so far that have an aryl thioether with sulfur outside any ring, in the order listed:
SMILES,NR2F2 inh,Vif inh,TRAIL sens C8,SRC2 inh,NCOA3 inh,SRC1 inh,NOD2 RIPK2 PPI,EBV LMP1 NFkB,TLR9-MyD88 inh,LRH-1 inv ag,TROY NFkB inh
CCc1ccc(-n2nnnc2SCC(=O)Nc2ccc(NC(C)=O)cc2)cc1,-17,0,21,-4,-6,13,5,-1,-7,2,4
Cc1ccc(C(=O)CSc2nccn2-c2ccccc2)cc1,-5,-10,4,-72,9,-30,6,-7,0,-37,51*
N#CCCN(C(=O)CSc1nnc(-c2ccncc2)n1C1CC1)c1ccccc1,-3,2,-4,3,-3,-17,5,-5,0,13,-5
O=C(CSc1ncccn1)Nc1ccc2c(c1)OCO2,-6,14,-4,-6,-16,-8,0,-4,8,19,-29
Cc1ccc2nc(SCC(=O)Nc3ccc(C)c([N+](=O)[O-])c3)[nH]c2c1,6,-11,-5,-19,31,4,-3,-2,-16,12,-22
COc1ccc(CCNC(=O)CSc2ccsc2[N+](=O)[O-])cc1OC,14,-7,-4,-18,24,-12,3,?,5,13,31
O=C(CSc1nc2ccccc2c(=O)n1CCCN1CCOCC1)c1c[nH]c2ccccc12,6,0,-4,-11,0,-7,0,7,-3,14,4
